IP6K1 inhibitor – inhibitors of human IP6K1 | IP6K1 kinase, ADP-Glo luminescence, 2 h; hits give low values | AID 1645851 | 0.81% of 140,000 active | activity change, % (series mostly up to about 58 µM) | Q92551; in the data active = activity change below about -25%
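ADP-Glo luminescence measures ADP made by human IP6K1 during a 2 h RT reaction with ATP/IP6 (mix at 1.3 mM/130 uM); top library doses 57.5 and 19.1 uM final.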
NIH3T3 tox – NIH 3T3 cell cytotoxicity; NIH 3T3 viability, CellTiter-Glo ATP luminescence, 48-72 h; Potency, µM (highest dose often 96.7 µM), inactives show at the highest dose activity change, negative = cytotoxicity, usual class: inhibitors; 4.3% of 94,000 active; AID 1345082; note: potency is the fitted concentration of half-maximal effect; nearly all actives have a fitted effect of over 55% in size
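Cytotoxicity is measured as loss of cellular ATP: NIH 3T3 cells (400/well) are exposed to compound for 48 or 72 hr at 37 °C, then CellTiter-Glo luminescence is imaged after 10 min at room temperature.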
Luciferase inh – blocks purified firefly luciferase enzyme activity. 2.5% of 76,000 active. purified P. pyralis luciferase, luminescence, biochemical. Potency, µM (series often up to 115 µM), for inactives: top-dose activity change, negative = inhibition, most hits filed as inhibitors. P08659. AID 1347043; note: potency is the fitted concentration of half-maximal effect; nearly all actives have a fitted effect of over 65% in size
Target sequence (P08659 whole entry, looked up): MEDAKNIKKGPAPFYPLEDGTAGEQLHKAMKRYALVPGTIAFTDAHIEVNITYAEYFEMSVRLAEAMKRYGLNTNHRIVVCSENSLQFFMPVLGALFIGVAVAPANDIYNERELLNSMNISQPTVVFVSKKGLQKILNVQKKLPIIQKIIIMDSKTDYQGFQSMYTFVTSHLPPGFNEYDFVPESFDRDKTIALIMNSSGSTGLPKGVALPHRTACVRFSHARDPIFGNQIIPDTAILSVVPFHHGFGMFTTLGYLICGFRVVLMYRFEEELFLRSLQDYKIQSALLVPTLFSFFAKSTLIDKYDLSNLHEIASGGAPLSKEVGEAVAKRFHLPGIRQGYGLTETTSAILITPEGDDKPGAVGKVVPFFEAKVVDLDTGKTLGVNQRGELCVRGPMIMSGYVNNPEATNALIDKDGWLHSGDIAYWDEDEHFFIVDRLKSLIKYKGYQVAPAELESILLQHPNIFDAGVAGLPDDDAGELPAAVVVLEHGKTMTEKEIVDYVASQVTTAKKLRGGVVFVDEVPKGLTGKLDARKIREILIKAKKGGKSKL
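Purified P. pyralis luciferase (10nM final) in 50mM Tris acetate pH 7.5, 10mM Mg acetate, 0.01% Tween-20, 0.05% BSA with 10uM D-luciferin and 10uM ATP. Compounds titrated qHTS. Luminescence imaged on CCD.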
SNCA viab count – reduces viability of HEK-293 SNCA reporter cells; Potency, µM (highest dose often 57.1 µM), inactives show at the highest dose activity change, negative = cytotoxicity, most hits filed as cytotoxic; HEK-293-SNCA-luc viability, GF-AFC fluorescence, 24 h; 0.12% of 150,000 active;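 note: potency is the fitted concentration of half-maximal effect; 0% = DMSO-treated cells and -100% = medium-only wells without cells; nearly all actives have a fitted effect of over 30% in size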
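HEK-293-SNCA-luc cells (1500/well) plated 24 h, then exposed 24 h to a dilution series; GF-AFC added 30 min at 37C, fluorescence 405/540 nm; normalised to medium-only and DMSO wells, Hill fit.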
HEK cytotox – kills HEK 293 cells. HEK 293 viability, ATP luminescence (CellTiter-Glo), 48-72 h. Potency, µM (highest dose often 115 µM), inactives show at the top dose activity change, negative = cytotoxicity, usual class: inhibitors. 6.6% of 94,000 active; note: potency is the fitted concentration of half-maximal effect; nearly all actives have a fitted effect of over 60% in size
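HEK 293 cells seeded at 250 cells/well were exposed to compound for 48 or 72 hr at 37 degree Celsius. Viability taken as ATP content by CellTiter-Glo luminescence.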
GPT2 inh – GPT2 alanine aminotransferase inhibition; 0.25% of 100,000 active; Recombinant GPT2, coupled pyruvate oxidase/HRP Amplex Red fluorescence; AID 1671188; Potency, µM (highest dose often 57.7 µM), for the others: at the top dose activity change, negative = inhibition, actives largely listed as inhibitors; Q8TD30; note: potency is the fitted concentration of half-maximal effect; nearly all actives have a fitted effect of over 60% in size; many of its hits are not listed in these tables
Target sequence (Q8TD30 whole entry, looked up): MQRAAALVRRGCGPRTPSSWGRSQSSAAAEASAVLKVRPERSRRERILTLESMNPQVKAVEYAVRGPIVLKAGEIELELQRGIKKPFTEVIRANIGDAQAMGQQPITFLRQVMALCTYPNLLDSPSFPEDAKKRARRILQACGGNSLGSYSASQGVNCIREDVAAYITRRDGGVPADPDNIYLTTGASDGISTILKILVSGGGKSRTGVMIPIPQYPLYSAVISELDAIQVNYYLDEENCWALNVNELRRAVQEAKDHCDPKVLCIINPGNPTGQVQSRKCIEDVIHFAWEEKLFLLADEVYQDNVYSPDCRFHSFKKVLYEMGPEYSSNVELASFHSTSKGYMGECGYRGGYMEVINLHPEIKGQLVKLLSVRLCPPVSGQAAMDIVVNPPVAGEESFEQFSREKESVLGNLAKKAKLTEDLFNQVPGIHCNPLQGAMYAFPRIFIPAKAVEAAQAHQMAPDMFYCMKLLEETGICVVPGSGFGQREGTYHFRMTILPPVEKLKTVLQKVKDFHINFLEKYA
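Recombinant GPT2 (10ng/uL) with 250uM a-KG and 2mM L-alanine, 30 min at room temperature, in HEPES pH 7.5 buffer. Pyruvate detected by pyruvate oxidase/HRP/Amplex Red fluorescence after 30 min in the dark; AOA (50uM) as positive control.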
SNCA expr inh – reduces expression of the alpha-synuclein gene. 0.17% of 140,000 active. AID 1671194. Potency, µM (highest dose often 57.2 µM), without a hit: at the highest dose activity change, negative = inhibition, usual class: inhibitors. HEK-293 SNCA-luciferase knock-in, luminescence, 24 h;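 note: potency is the fitted concentration of half-maximal effect; plate controls were DMSO cells for no effect and cell-free wells for full effect; nearly all actives have a fitted effect of over 45% in size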
* = called active by the depositor; i = inactive; u = inconclusive; x = no result given; & = joins results of further samples; [ ] = remark or other dose. Unless noted, calls come from the whole dose curve; as a rule, active = well fitted curve in the direction sought with a large enough effect; inconclusive = small, poorly fitted or top-dose-only effect, or another doubt; inactive = no such curve, though single readings can be large; an effect the other way counts as inactive or inconclusive. Unless noted, % is set by controls: 0 for no effect and ±100 for the full control effect.

Sample of the layout:
SMILES | IP6K1 inhibitor | NIH3T3 tox | Luciferase inh | SNCA viab count | HEK cytotox | GPT2 inh | SNCA expr inh
CN(C)c1cc(N2CCCC(NC(=O)Cc3cccc(F)c3)C2)ncn1 (configuration not stated) | 7 | -6% | -6% | 5% | -18% | i | 31%
O=C1CCCN1Cc1noc(-c2cccc(Cl)c2)n1 | -1 | -7% | -13% | 5% | 3% | i | 57%[activator]
CC1(c2noc(-c3ccccn3)n2)CCN(C(=O)C2CCN(C(=O)c3ccc(=O)[nH]c3)CC2)CC1 | -13 | u | 0% | 3% | -20% | i | -11%
O=S(=O)(c1ccc(C(F)(F)F)cc1)N1CCC(n2cnnc2C2CC2)CC1 | -8 | -7% | 4% | 7% | 7% | -1% | 1%
COc1cccc(NC(=O)Cn2c(-c3ccc(F)cc3)nc(C)c(CCO)c2=O)c1 | -5 | 0% | -2% | -11% | u | i | 5%
CC(C)NC(=O)c1cc(Br)cn2ccnc12 | 11&-10 | -7%&-2%[138 µM] | -6%&-17%[172 µM] | 3%&5%[87.6 µM] | -14%&-3%[172 µM] | i | 10%&14%[87.6 µM]
COc1cccc(-c2ccc(CN3CCCC(NC(=O)C(C)(C)C)C3)cc2)c1 (configuration not stated) | 2 | u | x | -2% | 50µM* | -32% | u
CCC(Cc1ccccc1)NC(=O)Cn1ncc2c3ccccc3n(Cc3ccccc3)c2c1=O (configuration not stated) | -9 | x | x | 9% | x | x | u
Cc1cccc2ncc(C(=O)N3CC[C@H](CO)[C@@H](O)C3)c(=O)n12 | 8 | 4% | -10% | 9% | i | -21% | 13%
COc1ccc(C(C)NC(=O)Cn2c(C)cc3nc4n(c(=O)c32)CCCC4)cc1 (configuration not stated) | -9 | -25% | 0% | -11% | -4% | -2% | -15%
COc1cc(OC)c(NC(=O)c2nc(-c3ccncc3)no2)cc1Cl | 7 | x | x | 4% | x | x | 40%[activator]
COc1cccc(N2C(=O)NC(=NC3CCCC3)C23CCCN(CC2CC2)C3)c1 (configuration not stated) | -7 | u | x | -10% | u | i | -17%
O=C(C1CCC1)N1CC[C@H]2COC(=O)N2c2cc(F)ccc2C1 | 9 | i | 7%[172 µM] | -6%[87.6 µM] | 4%[172 µM] | -10%[88.5 µM] | -1%[87.6 µM]
COc1ccc(C)cc1NC(=O)c1cc2c(s1)-c1ccccc1SC2 | 1 | x | x | -1% | x | x | 34%[activator]
Cc1c(CNCc2ccc(Cl)cc2)c(C(=O)O)c(C)n1Cc1ccc(F)cc1 | -15 | x | x | -18% | x | x | -19%

Main list, repeating the preview:
SMILES | IP6K1 inhibitor | NIH3T3 tox | Luciferase inh | SNCA viab count | HEK cytotox | GPT2 inh | SNCA expr inh
CN(C)c1cc(N2CCCC(NC(=O)Cc3cccc(F)c3)C2)ncn1 (configuration not stated) | 7 | -6% | -6% | 5% | -18% | i | 31%
O=C1CCCN1Cc1noc(-c2cccc(Cl)c2)n1 | -1 | -7% | -13% | 5% | 3% | i | 57%[activator]
CC1(c2noc(-c3ccccn3)n2)CCN(C(=O)C2CCN(C(=O)c3ccc(=O)[nH]c3)CC2)CC1 | -13 | u | 0% | 3% | -20% | i | -11%
O=S(=O)(c1ccc(C(F)(F)F)cc1)N1CCC(n2cnnc2C2CC2)CC1 | -8 | -7% | 4% | 7% | 7% | -1% | 1%
COc1cccc(NC(=O)Cn2c(-c3ccc(F)cc3)nc(C)c(CCO)c2=O)c1 | -5 | 0% | -2% | -11% | u | i | 5%
CC(C)NC(=O)c1cc(Br)cn2ccnc12 | 11&-10 | -7%&-2%[138 µM] | -6%&-17%[172 µM] | 3%&5%[87.6 µM] | -14%&-3%[172 µM] | i | 10%&14%[87.6 µM]
COc1cccc(-c2ccc(CN3CCCC(NC(=O)C(C)(C)C)C3)cc2)c1 (configuration not stated) | 2 | u | x | -2% | 50µM* | -32% | u
CCC(Cc1ccccc1)NC(=O)Cn1ncc2c3ccccc3n(Cc3ccccc3)c2c1=O (configuration not stated) | -9 | x | x | 9% | x | x | u
Cc1cccc2ncc(C(=O)N3CC[C@H](CO)[C@@H](O)C3)c(=O)n12 | 8 | 4% | -10% | 9% | i | -21% | 13%
COc1ccc(C(C)NC(=O)Cn2c(C)cc3nc4n(c(=O)c32)CCCC4)cc1 (configuration not stated) | -9 | -25% | 0% | -11% | -4% | -2% | -15%
COc1cc(OC)c(NC(=O)c2nc(-c3ccncc3)no2)cc1Cl | 7 | x | x | 4% | x | x | 40%[activator]
COc1cccc(N2C(=O)NC(=NC3CCCC3)C23CCCN(CC2CC2)C3)c1 (configuration not stated) | -7 | u | x | -10% | u | i | -17%
O=C(C1CCC1)N1CC[C@H]2COC(=O)N2c2cc(F)ccc2C1 | 9 | i | 7%[172 µM] | -6%[87.6 µM] | 4%[172 µM] | -10%[88.5 µM] | -1%[87.6 µM]
COc1ccc(C)cc1NC(=O)c1cc2c(s1)-c1ccccc1SC2 | 1 | x | x | -1% | x | x | 34%[activator]
Cc1c(CNCc2ccc(Cl)cc2)c(C(=O)O)c(C)n1Cc1ccc(F)cc1 | -15 | x | x | -18% | x | x | -19%
Cc1ccc(NC(=O)N2CC(c3nnc(-c4ccncc4)o3)C3(CCOCC3)C2)cc1 (configuration not stated) | 6 | -8% | -4% | 3% | -1% | i | 13%
NC(=O)c1cc(S(=O)(=O)NCc2cccc(Br)c2)cs1 | -30* | x | x | -2% | x | x | -22%
Cc1ccc(-c2cccc(CN3CCCC(NC(=O)C4CC4)C3)c2)cc1Cl (configuration not stated) | -14 | u | x | -25% | 35µM* | -9% | 13%
OCCN1C[C@H](O)[C@@H](O)[C@H](O)[C@H]1CO | -6 | x | x | 22%[23.9 µM] | x | -2% | -16%[25.6 µM]
COCCN1CC2(CCOC2)N(C2CCN(C(=O)CCC3CCCC3)CC2)C1=O (configuration not stated) | 5 | u | x | 5% | -13% | i | 13%
CCCCN1CC(c2nc3ccccc3n2CCCCOc2cc(C)ccc2C)CC1=O (configuration not stated) | 19 | x | x | u | x | x | u
O=C(NCc1cccnc1)C(=O)NCC(c1cccnc1)N1CCN(c2ccccc2)CC1 (configuration not stated) | 28 | x | x | 10% | x | x | 44%[activator]
CCCNC(=O)C(C)n1nc(C)c2c(C)n(-c3ccccc3)nc2c1=O (configuration not stated) | 19 | x | x | 9% | x | x | 8%
CN1C(=O)CO[C@@H](C(=O)N2CCN(c3ccccc3)CC2)[C@@H]1c1ccccc1 | 4 | -5% | x | 5% | -4% | i | -10%
COc1ccc(Cc2nnc3ccc(C(=O)NCc4ccc(F)cc4)cn23)cc1 | -14 | u | x | 9% | -24% | i | 13%
Cc1cc(C)cc(OCCn2c(C3CC(=O)N(c4ccccc4Cl)C3)nc3ccccc32)c1 (configuration not stated) | 7 | x | x | -3% | x | x | 1%
COc1ccccc1CNCc1ccc(C(=O)O)s1 | -10 | x | x | 2% | x | x | 51%[activator]
Cc1ccc(N2C(=O)N[C@@H]3CCN(C(=O)CC4(CC(=O)O)CCCC4)[C@@H]3C2=O)cc1 | 5 | 4%[174 µM] | -1%[172 µM] | 3%[87.6 µM] | 4%[172 µM] | 4%[88.5 µM] | 3%[87.6 µM]
CC(=O)c1c(C)oc2c(Cl)cc(NS(=O)(=O)c3ccc(Cl)cc3)cc12 | 8 | x | x | 6% | x | x | 40%[activator]
CCc1cccc(-n2nnc(-c3nc(-c4cccs4)no3)c2N)c1 | 4 | x | x | 4% | x | x | 153%[activator]
COc1ccccc1[C@@H]1CN(C(=O)c2ccc3n[nH]nc3c2)C[C@H]1C(=O)O | -8 | i | 10% | -1% | -4% | -1% | -20%
CCOC(=O)C1CCN(C(=O)c2nn(-c3ccc(C)cc3)c(=O)n(C)c2=O)CC1 | -1 | x | x | -5% | x | x | u
C[C@@H](OC(=O)/C=C/c1ccc(O)cc1)C1=C[C@]2(C=C[C@@H]3C(C(=O)O)=CO[C@@H](O[C@@H]4O[C@H](CO[C@@H]5O[C@H](CO)[C@@H](O)[C@H](O)[C@H]5O)[C@@H](O)[C@H](O)[C@H]4O)[C@@H]32)OC1=O | -4 | x | x | -2%[23.9 µM] | x | u | x
CCCn1cc2c3c(cccc31)CN(C(=O)COc1ccccc1)CC2 | 28 | u | -1% | -3% | u | i | -20%
O=C(CN1CCCCCC1)N1CCC(N2C(=O)C3(CCCC3)C2c2ccccc2)CC1 (configuration not stated) | 13 | -32% | 13% | 8%[12.5 µM] | u | i | 50%[activator]
Cn1cccc1C(=O)N1CCC(C(=O)N2CCCCCCNC(=O)CC2)CC1 | -9 | -2% | 1% | 0% | 3% | i | 8%
Cc1ccc2cccc(NC(=O)C(C)(C)Oc3ccc(Br)cc3)c2n1 | -5 | x | x | 5% | x | x | 12%
CC1(CNC(=O)c2cccs2)CCOCC1 | 2 | i | -19% | 2% | 2% | 3% | 8%
COc1ccccc1CNC1(Cc2cc(COc3ccccc3)on2)COC1 | 1 | u | -1%[172 µM] | -5%[87.6 µM] | u | i | -1%[87.6 µM]
Cc1nn(C)c(C)c1S(=O)(=O)N1CCC2(CC1)CC(N(C)Cc1ccccc1)CCO2 (configuration not stated) | 1 | -20% | 8% | -4% | -4% | i | 16%
O=C(c1ccc(Cl)s1)N1CCCC2(C1)Nc1cccnc1NC2=NC1CCCC1 (configuration not stated) | 0 | u | 0% | -22% | u | -10% | -17%
CN(Cc1ccccc1)C(=O)c1ccc2c(c1)N(Cc1ccc(Cl)cc1)C(=O)c1ccccc1S2=O (configuration not stated) | -2 | x | x | 6% | x | x | 7%
CCc1ccccc1S(=O)(=O)Nc1cccn2nc(C(C)C)nc12 | 16 | u | -7% | 11% | u | u | -5%
CCc1ccc(C(=O)N2CCN(c3cc(-c4ccc(F)cc4)[nH]n3)CC2)cc1 | 26 | u | -5% | -5% | u | i | u
O=C(NC1CCCN(c2cc(-c3ccccc3)[nH]n2)C1)c1c[nH]c2ccccc12 (configuration not stated) | 10 | u | 40µM* | -8% | u | u | 15%
COc1cc(Cl)ccc1C(=O)N1CC[C@@H]2CN(S(C)(=O)=O)[C@@H]2C1 | 5 | -16% | -13% | -10%[12.5 µM] | -1% | -35% | -30%
O=C(CCCc1ccccc1)Nc1ccnn1C1CCN(C(=O)CCn2cncn2)CC1 | 24 | -8% | u | 4% | -20% | 3% | 108%[activator]
COc1ccc(-c2cc(N3CCCC(NC(=O)c4cccc(Cl)c4)C3)n[nH]2)cc1 (configuration not stated) | 0 | u | u | u | 45µM* | i | 5%
